# S1P4 agonist: human S1P4 receptor agonism; hit rate 0.35% among 220,000; AID 1509; O95977; S1P4-expressing cell line, agonist reporter assay; activation, % at 4.98 µM; in the data active means activation above about 11%;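 further: 0% = DMSO vehicle and 100% = reference agonist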
# Target sequence (O95977 whole entry, looked up): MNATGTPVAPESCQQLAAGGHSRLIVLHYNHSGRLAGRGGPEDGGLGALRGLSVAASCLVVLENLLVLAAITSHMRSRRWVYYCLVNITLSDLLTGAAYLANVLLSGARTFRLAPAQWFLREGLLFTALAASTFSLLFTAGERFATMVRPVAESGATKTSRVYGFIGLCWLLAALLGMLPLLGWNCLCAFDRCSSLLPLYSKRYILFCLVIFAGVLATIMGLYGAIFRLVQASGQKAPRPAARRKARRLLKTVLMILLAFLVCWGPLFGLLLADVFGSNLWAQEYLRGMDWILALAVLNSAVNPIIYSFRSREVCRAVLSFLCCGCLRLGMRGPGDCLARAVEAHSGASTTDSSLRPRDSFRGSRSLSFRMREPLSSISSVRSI
# zfTRPN1 agonist: zebrafish TRPN1 (NompC) channel agonism; HEK293 zebrafish TRPN1-YFP, Fluo-8 calcium fluorescence; 100% = response to 87 µM carbachol; activation, % at 3 µM; hit rate 0.18% among 220,000;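 active means activation above its plate's cutoff, the mean activation of test wells on that plate plus 3 SD, cut at about 19% in these data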;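 further: 0% = DMSO alone and 100% = 87 µM carbachol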
#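 System: zebrafish TRPN1-YFP in HEK293 cells / Dosing: 3 µM single point / Timing: dye loading 1 h at 37 °C, then 30 min room temperature / Signal: Fluo-8 calcium fluorescence, excitation 470-495 nm, emission 515-575 nm / Read-out basis: percent activation from peak over basal fluorescence ratio, control-normalized / Control set: high carbachol 87 µM, low DMSO alone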
# EP2 modulator: modulators of human EP2 prostaglandin E2 receptor | AID 940 | P43116 | hit rate 0.83% among 260,000 | induction, % at 25 µM | EP2-expressing cells, cAMP HTRF FRET, PGE2 co-stimulation;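 active means compounds whose cAMP rise, as percent of the full-agonist control response, exceeds 60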;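 further: rat C6 glioma line stably carrying human EP2 under a CMV promoter; the protocol text gives 20 µM as final concentration; 100% = response of wells given 1 µM PGE2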
# NPY-Y1 antag: antagonists of human neuropeptide Y receptor Y1. P25929. HEK293-CNG Y1 cells, membrane potential fluorescence; NPY at EC95, then isoproterenol. inhibition, % at 3.6 µM. hit rate 1% among 200,000;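 active means inhibition above the campaign mean inhibition of all tested compounds plus 3 SD, cut at about 20% in these data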;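 further: 0% = DMSO wells given NPY plus isoproterenol and 100% = isoproterenol alone without NPY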
#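 Material: HEK293 cells with Y1 receptor plus CNG channel; times: compound incubation 1 h at room temperature, readout 45 min post-stimulation; signal: fluorescence, membrane potential probe; read-out basis: fluorescence ratio normalized to % inhibition between controls; benchmarks: full-block control isoproterenol-only wells, zero-block control NPY plus isoproterenol wells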
# CHOP inhibitor: inhibitors of CHOP induction in ER stress response; CHO-K1 CHOP-promoter luciferase, tunicamycin-induced, 15-18 h; inhibition, % at 10 µM; hit rate 3.8% among 220,000; AID 2732;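 active means compounds that reduced the stress-induced luciferase reporter signal by more than about 70% of percent inhibition, limit read from the data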;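 further: 0% = tunicamycin plus vehicle and 100% = wells without tunicamycin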
# S1P4 antagonist: human S1P4 receptor antagonism; O95977; S1P4-expressing cells, antagonist mode, reporter read-out; inhibition, % at 4.98 µM; hit rate 0.26% among 220,000; AID 1510; in the data active means inhibition above about 29%;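 further: 0% = wells stimulated with agonist and 100% = vehicle wells without agonist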
# NPY1 pot ag: human NPY-Y1 potentiation or agonism, primary screen; hit rate 0.37% among 220,000; activation, % at 3.6 µM; AID 1304; NPY-Y1 expressing cells, potentiator/agonist activation; in the data active means activation above about 33%, passing the limit was not always enough;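 further: cells stimulated with NPY at EC10 then isoproterenol at EC100; 0% = low agonist plus stimulus and 100% = saturating agonist plus stimulus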
# TRPML3 ag: activates the human TRPML3 channel. Q8TDD5. HEK293 TRPML3-YFP, Fluo-8 calcium fluorescence; 100% = the carbachol control signal. activation, % at 3 µM. hit rate 0.29% among 220,000. AID 1448;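 active means activation above its plate's cutoff, the mean activation of the plate's test wells plus 3 SD, cut at about 12% in these data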;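 further: 0% = DMSO only wells and 100% = carbachol wells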
# Target sequence (Q8TDD5 whole entry, looked up): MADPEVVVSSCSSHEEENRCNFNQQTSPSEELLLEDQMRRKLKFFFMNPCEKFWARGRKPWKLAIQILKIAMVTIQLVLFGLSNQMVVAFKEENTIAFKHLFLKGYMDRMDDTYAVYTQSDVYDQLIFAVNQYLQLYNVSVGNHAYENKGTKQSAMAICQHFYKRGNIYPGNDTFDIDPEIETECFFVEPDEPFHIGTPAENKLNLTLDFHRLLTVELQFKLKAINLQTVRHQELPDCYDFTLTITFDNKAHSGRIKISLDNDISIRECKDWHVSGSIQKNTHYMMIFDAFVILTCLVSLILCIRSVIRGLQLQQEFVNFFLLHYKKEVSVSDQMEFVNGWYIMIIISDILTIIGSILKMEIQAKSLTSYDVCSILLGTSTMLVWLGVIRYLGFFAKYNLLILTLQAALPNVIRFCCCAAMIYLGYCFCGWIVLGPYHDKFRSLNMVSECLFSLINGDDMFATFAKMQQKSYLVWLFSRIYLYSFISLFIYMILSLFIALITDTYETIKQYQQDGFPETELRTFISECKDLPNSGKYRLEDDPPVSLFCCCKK
#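 Test system: HEK293 cells stably carrying human TRPML3-YFP; Doses: single dose, 3 µM final nominal compound, 0.3% DMSO final; Schedule: dye loading 1 h 37 °C then 30 min ambient, 125 s read; Technique: Fluo-8 calcium fluorescence; Benchmarks: high control carbachol 87 µM, low control DMSO.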
# NPY2 pot ag: potentiates or activates human NPY-Y2 receptor. AID 1359. P49146. cells expressing NPY-Y2, potentiator/agonist read-out. activation, % at 3.6 µM. hit rate 0.45% among 220,000; in the data active means activation above about 27%;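 further: cells stimulated with NPY near EC25 plus isoproterenol at EC100; 0% = vehicle plus submaximal agonist and 100% = vehicle plus saturating agonist; some results beyond the cut were filed as inactive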
# Starred values were filed as active, the others as inactive; nt = not tested or not shown. An unsorted share of the library; overall some 6.5% were active at least once.
# Values in the order – S1P4 agonist	zfTRPN1 agonist	EP2 modulator	NPY-Y1 antag	CHOP inhibitor	S1P4 antagonist	NPY1 pot ag	TRPML3 ag	NPY2 pot ag
> O=C(Nc1ccc(C(=O)O)cc1)/C(=C/c1ccc([N+](=O)[O-])cc1)NC(=O)c1ccccc1
    0.7	3.1	9	-3	-5	-5	13	-0.1	0
> N#CCCn1nnc(-c2ccccc2F)n1
    -3.0	0.8	-2	1	-33	1	17	0.5	8
> CC(C)(C)n1ncc2c(=O)n(CC(=O)N3CCc4ccccc43)cnc21
    1.2	1.2	19	-1	42	-18	-24	0.5	-38
> OC(C#CCN1CCCCCC1)(c1ccccc1)c1cccnc1 (configuration not stated)
    1.1	-0.4	-40	nt	6	2	-5	0.6	8
> O=C1C2C3C=CC(C3)C2C(=O)N1CCCO (configuration not stated)
    1.9	0.6	21	-8	1	-12	-6	0.8	-1
> Cc1ccc(S(=O)(=O)N(C)C)cc1NC(=S)N1CCc2ccccc21
    -0.2	0.5	-63	6	9	4	4	0.7	-16
> Cc1cnc(C(=O)OCC(=O)c2cc(C)n(C)c2C)cn1
    1.0	1.4	19	3	3	-7	6	1.0	4
> COc1ccc(C(=O)N/N=C/c2cc3ccccc3[nH]c2=O)cc1
    -1.3	1.7	-63	0	2	-20	5	0.8	-22
> O=C(CC(=O)N/N=C/c1ccccc1)NCc1ccccc1
    0.3	1.4	-4	-3	10	2	6	0.2	2
> c1ccc(-c2nc(N3CCCC3)nc3ccccc23)cc1
    -1.1	-1.0	58	2	-6	-7	-12	-0.7	3
> COc1ccc(N(C(=O)CNC(=O)c2cccs2)C(C(=O)NC2CCCC2)c2cccnc2)cc1 (configuration not stated)
    0.0	0.0	18	-3	19	-21	18	0.6	-2
> Cn1c(=O)oc2cc(S(=O)(=O)NCc3ccc(C(=O)O)cc3)ccc21
    1.0	2.6	-4	nt	6	4	-10	2.1	-5
> CCn1c(=O)n(CC)c2cc(S(N)(=O)=O)c(C)cc21
    0.9	3.9	35	1	-1	-5	9	0.0	-3
> CC(C)(C)CNc1cc(N2CCOCC2)ccc1[N+](=O)[O-]
    0.9	-2.6	11	7	32	-7	8	-0.9	-4
> O=C(c1ccc(Cl)cc1)[C@@H]1[C@@H]2C(=O)N(c3ccc(Cl)cc3)C(=O)[C@@H]2C2c3ccccc3C=NN21 (some centres not stated)
    0.1	-0.2	2	-1	23	-3	-15	0.7	0
> COc1ccc(C(=O)Nc2cccc3c2C(=O)NC3=O)cc1S(=O)(=O)N1CCOCC1
    -0.4	1.6	11	1	0	-8	-23	0.4	-9
> OCCOCCOc1cccc2[nH]ccc12
    -0.1	0.7	28	-3	-4	11	-9	1.1	-5
> Cc1nc(NNC(=O)c2ccc(Cl)cc2Cl)cc(-c2ccccc2)n1
    -2.5	0.2	-42	4	43	17	1	0.6	10
> CN(C)CCCNS(=O)(=O)c1cc(Cl)c(Cl)cc1Cl
    0.6	0.1	-40	nt	13	-18	19	0.8	-10
> CCOC(=O)C1=C(C)N(c2ccccc2)C(=O)C1
    0.1	-0.7	8	10	-46	1	0	0.5	3
> CCCCN(C)CCOc1ccccc1OCC
    3.2	-1.6	16	4	-14	-5	-31	-0.4	1
> Oc1ccc(/C=N/n2cnn(Cc3ccccc3Cl)c2=S)c(O)c1
    0.1	1.1	-9	1	47	-23	12	0.4	7
> O=C(NCCc1ccco1)c1nn(Cc2ccccc2)c(=O)c2ccccc12
    -4.0	-2.1	45	16	38	-7	-37	-1.5	-18
> COc1ccc(S(=O)(=O)N2CCN(C(=O)c3ccco3)CC2)cc1OC
    -2.0	-0.7	1	3	-18	7	23	0.0	5
> NC(=NC(=O)c1ccc(OCC(F)(F)F)nc1)c1ccc(Cl)cc1
    -1.0	0.2	6	nt	82*	3	3	-0.1	-30
> Cc1cc(CNC(=O)c2cccc([N+](=O)[O-])c2)c2ccccc2n1
    1.1	2.7	-28	-1	-2	-1	0	1.3	6
> O=S(=O)(CCSc1nc2ccccc2o1)Cc1ccccc1
    -1.7	-0.9	-7	4	22	8	-5	-0.2	13
> N/C(COc1ncn(-c2ccccc2)n1)=N\S(=O)(=O)c1ccccc1
    0.4	-0.7	9	-1	-5	-5	15	0.7	-3
> Cc1nccn1CC(O)COc1ccccc1 (configuration not stated)
    0.0	1.6	6	0	-1	-24	-13	1.1	-3
> CN(CCNC(=O)C1CC(=O)N(C2CCCC2)C1)Cc1ccccc1 (configuration not stated)
    -7.0	1.3	nt	4	nt	-7	-4	-0.2	4
> COc1ccc2cc3cc(C(=O)NCCN4CCN(c5ccccc5F)CC4)oc3nc2c1
    0.5	1.2	-55	5	54	-8	-4	0.4	-15
> Clc1nc(CN2CCOCC2)nc2sc3c(c12)CCC3
    0.6	1.9	-1	-4	-2	3	-17	1.0	-5
> NC(=O)c1c(NC(=O)CCCC(=O)O)sc2c1CCCCCC2
    -0.2	1.2	33	-1	-18	-10	-9	0.6	4
> CN(C)c1cc[n+](Cc2ccccc2)cc1
    1.6	0.9	4	-3	28	-12	4	0.3	2
> COc1ccc(N=Cc2c(O)[nH]c3ccccc23)cc1OC
    -0.8	0.8	-54	4	nt	4	9	-0.2	15
> CCCNC(=O)c1cc(C)no1
    -1.4	-0.1	1	1	35	1	-32	0.7	5
> COc1cccc(CC(NC(C)=O)C(=O)NC2CCN(S(=O)(=O)c3ccc4ccccc4c3)CC2)c1 (configuration not stated)
    1.8	-1.7	-2	0	43	2	8	-0.2	10
> Cc1cc(-c2csc(N)n2)c(C)n1-c1ccc(Cl)c(Cl)c1
    -0.5	1.2	29	3	52	1	1	-0.2	9
> O=C(CSC1=NNC(c2ccccn2)S1)Nc1ccccc1 (configuration not stated)
    0.8	1.2	-49	nt	31	-1	1	0.6	-10
> CCOC(=O)N1CCN(c2c(NCCCN(CC)c3cccc(C)c3)c(=O)c2=O)CC1
    -0.4	0.0	30	1	11	1	-4	-0.4	4
> CCC(=O)N(Cc1ccco1)Cc1cc2cc3c(cc2[nH]c1=O)OCO3
    1.0	1.2	-4	3	-6	-4	12	0.3	7
> O=C(COc1ccc(F)cc1)N1c2ccccc2CCc2ccccc21
    1.4	-1.0	28	-4	14	-10	1	0.7	19
> CCC(C)NC(=O)C(NS(=O)(=O)c1ccc2c(c1)c(=O)n(C)c(=O)n2C)c1ccccc1 (configuration not stated)
    -2.0	1.1	21	-3	21	-12	-21	0.6	-4
> COc1ccccc1C(C)N(C)Cc1nc(COc2ccccc2)no1 (configuration not stated)
    0.0	-1.9	4	5	25	-15	-15	-0.5	-20
> Cc1ccc(NC(=O)c2ccc(CSc3ccccn3)cc2)c(O)c1
    1.1	2.0	-48	nt	27	-4	-9	0.3	0
> CNC(=S)Nc1ccc(Cc2ccncc2)cc1
    -0.3	-0.3	7	nt	7	-8	-10	0.6	-9
> O=C(CN1C(=O)NC2(CCCCCCC2)C1=O)NC(=O)NCc1ccco1
    0.7	0.5	10	-1	12	-18	-3	0.9	-8
> CC(=O)Nc1ccc(S(=O)(=O)N2CCN(c3cc(C(F)(F)F)ccn3)CC2)cc1
    -2.0	1.9	-18	nt	22	-2	4	0.6	3
> CC(/C=C/c1ccccc1)=N\NC(=O)C1CC1(C)c1ccccc1 (configuration not stated)
    1.8	-0.7	-48	-1	43	3	-19	0.4	-2
> O=C(Nc1ccc(F)cc1)NC1CCN(Cc2c(F)cccc2Cl)CC1
    0.5	4.4	-24	nt	5	14	1	2.2	-4
> O=P(c1ccccc1)(c1ccccc1)C(O)c1ccco1 (configuration not stated)
    -3.5	0.6	29	-2	30	-10	3	0.6	4
> CCCCNC(=O)c1cc([N+](=O)[O-])[nH]n1
    0.2	0.4	1	-2	18	-13	-11	0.8	8
> O=C(COC(=O)CCSc1ccccc1)NCc1ccc(F)cc1
    0.8	-1.5	20	5	10	4	-7	-0.5	-17
> Cc1c2cnn(CC(=O)Nc3c(F)c(F)cc(F)c3F)c(=O)c2c(C)n1Cc1ccc(F)cc1
    -0.1	2.9	48	-2	79*	-24	0	1.2	4
> O=C(NC(Nc1ccccn1)C(Cl)(Cl)Cl)c1ccccc1 (configuration not stated)
    -0.5	-0.6	-36	2	25	2	12	0.0	-4
> Cc1nc2ncnn2c(N2CCN(S(=O)(=O)c3ccc(Br)cc3)CC2)c1C
    0.5	1.0	-67	0	45	-2	17	-0.4	6
> CNc1nc(=S)[nH]c2ccccc12
    0.0	-0.3	-15	nt	12	7	12	0.6	12
> O=C(Nc1nnc(-c2ccccc2)o1)c1cccc(N2C(=O)CCC2=O)c1
    0.6	0.5	10	0	32	-14	-7	1.1	-3
> CCOC(=O)c1cnc(SC)nc1N1CCCC1
    0.4	-0.4	42	-1	36	-6	14	-0.3	10
> O=C(CN1CCOCC1)Nc1scc2c1c(=O)oc1ccccc12
    23*	2.3	-46	nt	-44	5	-5	0.2	-37

# Continued:
# Values in the order – S1P4 agonist	zfTRPN1 agonist	EP2 modulator	NPY-Y1 antag	CHOP inhibitor	S1P4 antagonist	NPY1 pot ag	TRPML3 ag	NPY2 pot ag
> Cc1ccnc(NC(c2ccccn2)c2c(C)[nH]c3ccccc23)c1 (configuration not stated)
    -4.0	1.2	3	0	-60	11	0	-0.1	1
> CC(CCc1ccccc1)NC(=O)Cc1cccs1 (configuration not stated)
    0.4	-1.6	-18	-5	27	8	18	-1.1	0
> CN(C(=O)COC(=O)c1cn(-c2ccccc2)nc1-c1ccccc1)C1CCS(=O)(=O)C1 (configuration not stated)
    0.4	-0.2	-2	-3	31	-7	-15	0.9	16
> COc1cc(C(C)=O)ccc1Oc1ncnc2c1cnn2-c1cccc(Cl)c1
    1.3	3.0	-93	-1	50	-20	1	1.0	5
> CCOc1ccc2c(c1)C(N(CCN1CCOCC1)C(=O)Nc1ccc(OC)cc1OC)CC(C)(C)O2 (configuration not stated)
    -0.2	0.6	10	-2	-1	9	-6	0.6	2
> Cc1ccc(S(=O)(=O)N/N=C/c2cccs2)cc1
    -0.4	0.0	27	-5	11	-6	-9	-0.9	6
> O=C(Nc1nc2ccccc2s1)c1ccc(Cl)s1
    -0.2	2.1	-16	-3	44	-9	0	0.7	11
> Cc1cc(C)nc(SCC(=O)NC2=NC(=O)C(C)S2)n1 (configuration not stated)
    0.7	-1.1	15	1	14	-8	-17	0.4	-13
> Cc1noc(C)c1CSc1cc(C)c2ccccc2n1
    2.1	-1.9	30	12	47	-1	0	-0.6	7
> COc1cc2c(cc1/C=C1/NC(=O)N(c3ccccc3)C1=O)OCO2
    3.3	1.0	-35	6	-3	-3	6	0.6	-4

# High-throughput results: PubChem BioAssay, several laboratories
